# mIAP block – mouse IAP inhibition; inhibition, % at 10 µM; purified mouse IAP, CDP-Star luminescence, 30 min; 330,000 tested, 0.2% active;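 active means inhibition of at least 40% at 10 µM in the primary screen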;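 further: plate controls were DMSO with enzyme for no effect and no enzyme wells for full effect; values of inactives mirror those of a sister screen read the other way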
# hIAP act – human IAP activation | P09923 | purified human IAP, CDP-Star luminescence, 30 min; hits give high values; 1 = vehicle-only enzyme, 0 = enzyme-free background | activation factor at 10 µM | 330,000 tested, 0.16% active | AID 2524;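 active means activation factor of the enzyme at least 2-fold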; further: the source names both 10 and 20 µM as test concentration; values of inactives mirror those of a sister screen read the other way
# Target sequence (P09923 whole entry, looked up): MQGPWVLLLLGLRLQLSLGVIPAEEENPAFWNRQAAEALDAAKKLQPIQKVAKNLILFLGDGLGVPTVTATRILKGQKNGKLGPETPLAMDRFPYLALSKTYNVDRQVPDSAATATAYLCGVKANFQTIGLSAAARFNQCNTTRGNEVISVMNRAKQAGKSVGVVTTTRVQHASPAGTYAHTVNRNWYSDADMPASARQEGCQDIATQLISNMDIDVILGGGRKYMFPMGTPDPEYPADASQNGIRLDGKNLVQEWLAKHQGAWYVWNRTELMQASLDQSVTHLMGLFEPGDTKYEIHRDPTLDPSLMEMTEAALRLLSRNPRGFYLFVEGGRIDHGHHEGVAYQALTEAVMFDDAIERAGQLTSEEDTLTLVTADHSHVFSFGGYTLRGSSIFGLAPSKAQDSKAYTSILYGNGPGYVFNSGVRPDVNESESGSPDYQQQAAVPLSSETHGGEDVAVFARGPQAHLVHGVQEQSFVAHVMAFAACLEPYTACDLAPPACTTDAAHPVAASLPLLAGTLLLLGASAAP
# MIN6 prolif – induces beta-cell replication in MIN6 cells; MIN6 cells proliferation, ATPlite luminescence, 48 h; cells starved in 0.2% serum; 100% = growth in 10% serum; 330,000 tested, 0.29% active; proliferation, % at 10 µM; AID 2380;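 active means compounds whose signal lies at least 3.5 SD above the mean of all wells on their plate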;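 further: 0% = DMSO-treated cells in low-serum medium and 100% = 10% serum control; some compounds called inactive have numbers as strong as hits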
# MPTP inh – blocks calcium-induced mitochondrial swelling | 360,000 tested, 1.4% active | isolated mouse mitochondria, Ca2+ swelling absorbance, 30 min | inhibition, % at 10 µM;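 active means inhibition of 50% or more, scaled per plate between neutral and stimulator controls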;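 further: 0% = DMSO wells given calcium and 100% = 1 mM EGTA wells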
# GRIN3A LBD mod – modulators (binders) of human NR3A ligand-binding domain | 340,000 tested, 2.5% active | NR3A LBD differential scanning fluorimetry, Tm shift; 0% = protein alone, 100% = glycine-bound protein | Tm shift relative to glycine control, % at 25 µM | AID 1259313;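 active means melting temperature shift of at least 10% of the positive control shift, at one fixed dose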
# hIAP block – human IAP inhibition | 330,000 tested, 0.12% active | purified IAP, CDP-Star luminescence, 30 min | inhibition, % at 10 µM | AID 2544;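 active means inhibition reaching a set limit with compound at 10 µM in the primary screen, cut at about 35% in these data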;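 further: plate controls were DMSO wells with enzyme for no effect and no-enzyme buffer wells for full effect; values of inactives mirror those of a sister screen read the other way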
# APOBEC3G inh – APOBEC3G (human) deaminase inhibition; Q9HC16; recombinant A3G, ssDNA deamination FAM/TAMRA fluorescence; inhibition, % at 20 µM; 330,000 tested, 0.28% active; AID 493012;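 active means inhibition of at least 40% at 20 µM, with no more than 30% in the related APOBEC3A deaminase screen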;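 further: plate controls were DMSO wells with A3G for no effect and wells lacking A3G enzyme for full effect; some compounds called inactive have numbers as strong as hits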
# mIAP act – mouse IAP activation; muIAP, CDP-Star luminescence, 30 min; hits give high values; 1 = vehicle-only enzyme signal, 0 = enzyme-free wells; activation factor at 10 µM; 330,000 tested, 0.24% active;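 active means activation factor of at least 2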; further: the source names both 10 and 20 µM as test concentration; values of inactives mirror those of a sister screen read the other way
#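 System: Mouse IAP enzyme | Also added: CDP-Star substrate | Dosing: Compounds dispensed in DMSO | Schedule: 30 min enzyme-substrate-compound incubation at room temperature | Technique: Chemiluminescence readout | Control set: DMSO-only wells and no-enzyme negative control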
# A3A deaminase – blocks human APOBEC3A ssDNA deamination | P31941 | AID 493011 | recombinant A3A, FAM/TAMRA ssDNA deamination fluorescence | inhibition, % at 20 µM | 330,000 tested, 0.41% active;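 active means at least 40% inhibition at 20 µM here, with at most 30% in a related deaminase screen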;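 further: plate controls were A3A with DMSO for no effect and wells lacking A3A enzyme for full effect; some results filed as inactive read as strong as hits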
# Target sequence (P31941 whole entry, looked up): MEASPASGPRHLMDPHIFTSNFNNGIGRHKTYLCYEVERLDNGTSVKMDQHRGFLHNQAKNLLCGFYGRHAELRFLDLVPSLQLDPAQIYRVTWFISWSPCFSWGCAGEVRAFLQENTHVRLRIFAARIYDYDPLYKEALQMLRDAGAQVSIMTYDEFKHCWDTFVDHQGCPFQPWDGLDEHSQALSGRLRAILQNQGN
# An asterisk follows results filed as active.
SMILES,mIAP block,hIAP act,MIN6 prolif,MPTP inh,GRIN3A LBD mod,hIAP block,APOBEC3G inh,mIAP act,A3A deaminase
CCOc1ccccc1C(=O)NCc1ccco1,6,1.1,-2,-2.0,3,-6,8,0.94,11
N#C/C(=C\c1ccccn1)c1ccccn1,-8,1.1,-1,-0.6,1,-5,-1,1.1,2
COc1ccc(C(=O)NC(=S)Nc2ccc(Cl)c(C(=O)O)c2)cc1,4,0.93,-3,-0.4,0,7,-4,0.96,0
COc1ccc(C(=O)N2CCN(c3ccccn3)CC2)cc1[N+](=O)[O-],-3,1,0,-0.4,-1,-1,-3,1,5
Oc1ccc(N2CCN(Cc3nc4ccccc4[nH]3)CC2)cc1,-1,0.93,-4,1.5,3,8,24,1,-5
O=S(=O)(CCc1nnc(-c2ccc(Br)cc2)o1)c1ccc(Cl)cc1,-4,0.98,-2,-3.3,0,2,4,1,0
Clc1ccccc1Cc1noc(CN2CCN(Cc3ccccn3)CC2)n1,2,1,-3,-0.9,-1,-4,-3,0.98,-1
COCCCNc1nnc(Cc2ccccc2)c2ccccc12,5,0.96,0,0.0,0,4,-3,0.95,0
CCOC(=O)c1cn2nc(Oc3ccc(NC(C)=O)cc3)ccc2n1,1,0.68,1,1.5,0,32,5,0.99,2
Cc1cc(-c2c(C)[nH]n(-c3ccc(Cl)cc3)c2=O)n(-c2ccc(Cl)cc2)n1,2,0.91,-2,25,-14,9,-4,0.98,-4
N#Cc1c(N)nc(N2CCCC2)c(C#N)c1-c1ccc(Cl)cc1,-1,0.86,-1,3.8,-7,14,1,1,2
CCCCn1nc(C(=O)N2CCc3ccccc32)c2ccccc2c1=O,4,0.98,0,4.5,-5,2,-3,0.96,-1
Cc1ccc(NC(=O)COC(=O)/C=C/c2cccc(Cl)c2)cc1S(=O)(=O)N1CCOCC1,6,1.1,0,-0.6,6,-10,-7,0.94,0
CNS(=O)(=O)c1cccc(C(=O)OCC(=O)Nc2ccc(N3CCCCC3)cc2)c1,0,1.1,-2,-0.2,-1,-12,-3,1,0
CCOC(=O)c1cnn(-c2cc(Oc3ccccc3C)ncn2)c1N,-8,1.2,-4,-5.3,-1,-15,-7,1.1,0
Cc1ccc(NC(=O)COC(=O)Cc2c[nH]c3ccccc23)cc1C,5,0.81,2,0.6,2,19,-9,0.95,-6
Cn1c(CCN2CCCCC2)nc2cc(NC(=O)COc3ccccc3)ccc21,-2,1.4,-1,1.6,2,-42,-6,1,-4
COc1ccc(S(=O)(=O)N2CC(O)C[C@H]2C(=O)OCC(=O)N2CCCCCC2)cc1 (some centres undefined),-19,1.1,0,0.9,-1,-6,-5,1.2,-4
Cc1ccc(S(=O)(=O)N2CCOCC2)cc1NC(=O)COC(=O)c1n[nH]c(=O)c2ccccc12,10,0.95,-1,-0.8,0,5,10,0.9,6
COc1ccc(NS(=O)(=O)c2cc(NC(=O)CCNC(=O)c3ccco3)ccc2OC)cc1,0,1,1,-0.4,0,-5,-8,1,-7
N#Cc1cccc(NC(=O)Cn2cnc(S(=O)(=O)N3CCCC3)c2)c1,2,0.89,-1,-1.5,1,11,-4,0.98,-1
CSc1ncccc1C(=O)Nc1nc(C(C)(C)C)cs1,2,0.97,0,2.4,2,3,-8,0.98,-4
Cc1cc(NC(=O)c2cc3cccc([N+](=O)[O-])c3[nH]2)ccc1F,11,0.96,-4,83*,29*,4,2,0.89,1
COc1ccc(CN2CCN(C(=O)CC(C)C)CC2)cc1Br,-12,1.2,-4,-0.4,0,-17,-8,1.1,-5
CCOC(=O)NC(O)C(=O)c1cccs1 (centres undefined),12,0.9,5.0*,-0.3,0,10,0,0.88,2
COc1ccc(-n2c(SCC(=O)NCc3ccco3)nc3c([nH]c4ccccc43)c2=O)cc1,1,1.1,2,1.0,-1,-14,-1,0.99,1
CCc1cc(=O)oc2c(C)c(OS(C)(=O)=O)ccc12,31,1,-2,0.2,2,-4,-3,0.69,-2
O=C(c1cccs1)c1cn(CC(=O)N2CCc3ccccc3C2)c2ccccc12,3,1,-5,3.3,-7,-3,0,0.97,4
Cc1ccc(-c2nc(N)n(S(=O)(=O)c3ccc(C)cc3)n2)cc1,-6,0.92,-2,-1.1,0,8,-7,1.1,1
O=c1cc(CN2CCN(S(=O)(=O)c3cccc(Cl)c3)CC2)c2ccc(O)cc2o1,1,0.84,-1,-0.3,-4,16,-2,0.99,7
Cc1ccc(Oc2nc(-c3ccccn3)nc3ccccc23)cc1,7,0.87,-3,-2.6,0,13,-4,0.93,-3
CC(=O)Nc1ccc(S(=O)(=O)N2c3ccccc3NC(=O)CC2C)c(Cl)c1 (centres undefined),11,0.73,-3,3.1,-1,27,-5,0.89,2
CCOC(=O)C1=C(N)Oc2cc(O)ccc2C1c1cccc([N+](=O)[O-])c1 (centres undefined),1,1.1,-4,5.1,8,-8,-10,0.99,-3
O=C(Cn1nnc(-c2ccc(Cl)cc2)n1)NC1CCS(=O)(=O)C1 (centres undefined),-1,1.2,-2,-1.1,1,-23,2,1,1
Cc1ccc2nc3c(cc(C(=O)NCCCn4ccnc4)n3C)c(=O)n2c1,-6,1.2,3,-0.5,-1,-19,2,1.1,2
Cc1ccc(SCC(=O)c2ccc(CC(=O)O)s2)cc1,16,0.94,-2,1.8,1,6,6,0.84,21
CC(C)n1nnnc1SCC(=O)N(C)C1CCS(=O)(=O)C1 (centres undefined),6,1.1,2,-3.0,-1,-7,-6,0.94,-3
CCCNC(=S)N(Cc1ccccc1)Cc1nc2ccccc2c(=O)[nH]1,-4,1.2,2,0.4,1,-21,-7,1,-3
COC(=O)c1c(NC(=O)CSc2nnc(CNc3ccc(Cl)cc3)o2)sc(C)c1C,1,0.89,-2,0.9,-1,11,-3,0.99,-2
CCOC(=O)c1cc2c(=O)n3cccc(C)c3nc2n(CC(C)C)c1=NC(=O)c1ccco1,2,0.94,-1,6.9,-4,6,-1,0.98,-2
COC(=O)C1=C(C)OC(N)=C(C#N)C1c1ccco1 (centres undefined),-3,1.1,-2,3.6,2,-12,1,1,0
O=C1C2C3C=CC(C3)C2C(=O)N1CCCCN1C(=O)C2C3C=CC(C3)C2C1=O (centres undefined),-5,1.1,0,-15,-3,-13,-4,1,-1
O=C(CNS(=O)(=O)c1ccccc1)NCC(=O)OCc1ccccc1F,6,1.1,0,-2.1,-1,-13,-4,0.94,7
N#Cc1ccccc1NC(=O)CSc1n[nH]c(=O)n1C1CC1,4,1.1,-2,0.1,0,-12,2,0.96,4
CCN(CC)S(=O)(=O)c1cc(C(=O)OCC(=O)NC(=O)c2cccn2C)ccc1C,8,0.97,0,1.6,1,3,-6,0.92,-1
COc1ccc(C(=O)NCCCNC(=O)c2cnccn2)cc1,7,1,3,-2.3,-2,-5,-10,0.93,-2
CN(/C=C/c1c([N+](=O)[O-])c(=O)n(C)c(=O)n1C)c1ccccc1,-2,0.94,1,-1.5,2,6,-8,1,5
COc1ccc(NC(=O)Nc2ccc([N+](=O)[O-])cc2)cn1,6,0.91,-2,38,-2,9,-5,0.94,-3
NC(=S)N1CCCc2ccccc21,7,0.92,1,-0.6,-1,8,-4,0.93,-5
COc1ccc(C2=NN(c3nc4ccccc4s3)C(=O)/C2=C\N(C)C)cc1,5,1,-2,1.7,-3,-1,-3,0.95,-4
O=C(/C=C\c1cccs1)N1CCN(Cc2ccc3c(c2)OCO3)CC1,-2,1.1,0,1.8,-5,-6,-3,1,-2
COc1ccccc1NC(=O)CSc1nnc(-c2ccncc2)n1CC1CCCO1 (centres undefined),-7,0.97,0,0.7,1,3,-1,1.1,1
CC(=O)C1=C(C)OC2(O)c3ccccc3C(=O)C12O (centres undefined),15,0.86,0,0.4,2,14,14,0.85,3
OCC(O)CN(c1ccccc1)c1ccccc1 (centres undefined),0,0.97,-6,-1.9,-1,3,-4,1,0
CCC(=O)Nc1ccc2c(c1)nc1n2CCSC1,2,1,0,0.2,1,0,-3,0.98,-1
CSC1=N/C(=C\c2ccc3c(c2)OCO3)C(=O)S1,7,1.1,-3,-0.3,1,-9,-4,0.93,-2
COc1cc(C(=O)NCC(=O)NCC(c2ccco2)N2CCCCC2)cc(OC)c1OC (centres undefined),-10,1.1,-4,0.5,1,-6,-8,1.1,-2
OC(COc1ccc2ccccc2c1Br)Cn1cnc(-c2ccccc2)c1 (centres undefined),10,1.1,-7,1.4,14*,-6,0,0.9,-1
N#CCCn1c(SCC(=O)NCCc2ccc(F)cc2)nc2ccccc21,-8,1.2,0,-2.1,1,-19,-6,1.1,-3
COc1cc(OC)c(C(=O)OCC(=O)NCCc2ccccc2)cc1OC,5,0.93,-4,-2.4,-1,7,-5,0.95,-1

# One compound at a time (already shown):
# `O=C(/C=C\c1cccs1)N1CCN(Cc2ccc3c(c2)OCO3)CC1` across the screens: mIAP block: -2; hIAP act: 1.1; MIN6 prolif: 0; MPTP inh: 1.8; GRIN3A LBD mod: -5; hIAP block: -6; APOBEC3G inh: -3; mIAP act: 1; A3A deaminase: -2
# `OCC(O)CN(c1ccccc1)c1ccccc1` (centres undefined) across the screens: mIAP block: 0; hIAP act: 0.97; MIN6 prolif: -6; MPTP inh: -1.9; GRIN3A LBD mod: -1; hIAP block: 3; APOBEC3G inh: -4; mIAP act: 1; A3A deaminase: 0
# `OC(COc1ccc2ccccc2c1Br)Cn1cnc(-c2ccccc2)c1` (centres undefined) across the screens: mIAP block: 10; hIAP act: 1.1; MIN6 prolif: -7; MPTP inh: 1.4; GRIN3A LBD mod: 14*; hIAP block: -6; APOBEC3G inh: 0; mIAP act: 0.9; A3A deaminase: -1

# Continued.
SMILES,mIAP block,hIAP act,MIN6 prolif,MPTP inh,GRIN3A LBD mod,hIAP block,APOBEC3G inh,mIAP act,A3A deaminase
CCOC(=O)c1ccc(NC(=S)NCc2ccco2)cc1,-37,1.1,-1,65*,-5,-10,-9,1.4,-8
COc1ccc(C2CC(c3ccccc3)=NN2c2ccc(C(N)=O)cc2)cc1 (centres undefined),-183,1.1,-4,0.0,-4,-6,-2,2.8*,-2
COc1ccccc1N1CCN(CC(O)c2ccccc2)CC1 (centres undefined),-5,1.2,0,-0.7,-2,-19,-10,1.1,-1
CCCNC(=O)C1CC(c2cccc(F)c2)=NO1 (centres undefined),-10,0.89,-4,0.2,1,11,8,1.1,4
C=CCn1c(N/N=C/c2ccc(O)cc2)nc2ccccc2c1=O,17,1,-4,2.1,12*,-2,-4,0.83,-6
Cc1cccc(C(=O)OCC(=O)Nc2nnc(-c3ccccc3)o2)c1O,10,0.99,-2,-0.9,-7,1,6,0.9,-3
CCN(CC(=O)Nc1cc(Cl)ccc1Cl)C(=O)c1ccc(-n2cccn2)cc1,2,1,3,-0.8,-1,-2,-9,0.97,-1
CCOC(=O)C(C)Sc1nc2c(c(=O)[nH]c(=O)n2C)n1Cc1ccc(Cl)cc1 (centres undefined),0,0.97,5,-2.9,1,3,16,1,-2
O=C(Cc1ccccc1)Nc1ccccc1N1CCOCC1,-4,0.99,-1,-1.0,-1,1,-5,1,-4
Cc1cccc(NC(=O)c2ccccc2NC(=O)C(C)(C)C)n1,6,0.8,-1,3.5,-3,20,-2,0.94,-1
CN(C(=O)Nc1ccc(S(=O)(=O)N(C)C)cc1)C1CCCCC1,-7,0.81,1,0.8,-2,20,-3,1.1,-3
CCCC(=O)NC(c1ccc(C)cc1)c1ccc2cccnc2c1O (centres undefined),10,1.4,-4,1.2,-1,-42,-8,0.91,1

# High-throughput results: PubChem BioAssay, Sanford-Burnham Center for Chemical Genomics
